FBPA coupling cs – counter-screen for Giardia aldolase inhibitors: coupling enzyme system | 290,000 tested, 0.67% active | AID 2472 | coupling enzyme system counterscreen, AmpLite Red fluorescence | activity change, negative = inhibition, % at 58.2 µM, hits read low; in the data active = activity change below about -30%; also: % is scaled to controls: 0 for no effect and ±100 for the full control effect
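Counterscreen lacking aldolase: glyceraldehyde-3-phosphate coupling-enzyme reagent preincubated 10 min at RT with compound (at 57.5 uM final), then substrate/coupling system with AmpLite Red added; fluorescence read at 525/598 nm after 20 min RT.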
CXXC DNA block – MLL CXXC-DNA interaction inhibition. Q03164. MLL-CXXC / FITC-HOXA9 DNA fluorescence polarization. Potency, µM (highest dose often 115 µM), for inactives: top-dose activity change, negative = inhibition, usual class: inhibitors. 290,000 tested, 0.037% active; active = well fitted inhibition curve with a large enough effect in the polarisation, with a control signal flat, not every such curve was filed as active; inconclusive = small, poorly fitted or top-dose-only effect, or effect the other way, or a change in a side signal; inactive = no such curve, though single readings can be large or run the other way; the % refers to the polarisation; also: potency is read from the fitted curve at half-maximal effect
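Purified MLL-CXXC (added from a 7 uM solution) was preincubated 5 min at ambient with pinned compounds in 50 mM Tris-HCl pH 7.5, 50 mM NaCl, 1 mM DTT, 0.05% BSA. Fluorescein-labeled HOX-A9 DNA (50 nM solution) followed, 30 min, then polarization read.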
PKM2 act – increases activity of human pyruvate kinase M2. P14618. purified PKM2, Kinase-Glo ATP luminescence, activation; response scale: 0% is enzyme alone, no compound. Potency, µM (doses to about 57.5 µM), without a hit: at the highest dose activation, actives largely listed as activators. 260,000 tested, 0.34% active. AID 1631; also: potency is read from the fitted curve at half-maximal effect; % is scaled to controls: 0 for no effect and ±100 for the full control effect; nearly all actives have a fitted effect of over 55% in size
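Purified hPK-M2 (>95%) run at intermediate activity with 0.1 mM ADP and 0.5 mM PEP in 50 mM imidazole pH 7.2, KCl, MgCl2; 1 h room temperature. ATP formed read by Kinase-Glo luminescence; normalized to uninhibited and no-enzyme controls.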
USP2a block – inhibitors of human ubiquitin-specific protease USP2a; O75604; USP2 core, Ub-CHOP2 coupled fluorogenic reporter, 485/531; Potency, µM (top dose mostly 38.3 µM), without a hit: top-dose activity change, negative = inhibition, actives largely listed as inhibitors; 330,000 tested, 0.01% active;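 also: potency is read from the fitted curve at half-maximal effect; plate controls were DMSO wells for no effect and full inhibition by NEM control for full effect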
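Cell-free coupled assay: 10nM USP2 core preincubated 30min RT with compound in Tris-HCl pH 8.0/CaCl2/CHAPS buffer, then 25nM Ub-CHOP2 and 25nM reporter substrate; fluorescence (Ex 485/Em 531) read after 60min RT, normalized to NEM inhibition, concentration-response curves fitted.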
GALK inh – galactokinase (human) inhibition; Purified GALK, Kinase-Glo residual ATP luminescence; 270,000 tested, 0.007% active; P51570; Potency, µM (top dose mostly 57.5 µM), inactives show top-dose activity change, negative = inhibition, hits mostly inhibitors; AID 1868; also: potency is read from the fitted curve at half-maximal effect; % is scaled to controls: 0 for no effect and ±100 for the full control effect
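Quantitative HTS: GALK 5 nM, ATP 35 uM, galactose 100 uM, 1 h room temperature, then luciferase-based ATP detection.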
Giardia killer – Giardia lamblia killing; Giardia lamblia trophozoite viability; activity change, % at 7.66 µM, hits read low; 340,000 tested, 0.15% active; in the data active = activity change below about -80%; inconclusive = between about -30% and that limit;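 also: parasites exposed to compound for two days anaerobically before the ATP read; % is scaled to controls: 0 for no effect and ±100 for the full control effect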
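Each well holds 100 Giardia trophozoites and compound. After two days (48 hrs) at 37 deg C in anaerobic conditions, ATP is quantified by luminescence.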
KCNH2 3.1 block – blocks the human KCNH2 3.1 channel isoform; U2OS KCNH2 3.1, thallium flux FluxOr; stronger effect = lower value; activity change, % (tested at about 1.8 µM); 340,000 tested, 0.95% active;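 active = maximum activity change below -70%; inconclusive = maximum activity change from -70% to -50%; inactive = maximum activity change above -50%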;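 also: thallium influx rate constant from kinetic fluorescence after stimulation buffer; % is scaled to controls: 0 for no effect and ±100 for the full control effect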
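FluxOr-based Tl+ influx in U2OS cells transduced with KCNH2 3.1 virus; rate constants normalized to DMSO controls.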
Menin MLL FP TR – inhibitors of human menin-MLL interaction, mutant MLL peptide; O00255; Menin + Texas Red MLL mutant peptide, fluorescence polarization; Potency, µM (top dose mostly 61.6 µM), inactives show top-dose FP activity change, negative = inhibition, actives largely listed as inhibitors; 270,000 tested, 0.23% active; AID 1768; active = well fitted inhibition curve with a large enough effect in the polarisation, with a control signal flat, not every such curve was filed as active; inconclusive = small, poorly fitted or top-dose-only effect, or effect the other way, or a change in a side signal; inactive = no such curve, though single readings can be large or run the other way; the % refers to the polarisation; also: potency is read from the fitted curve at half-maximal effect; % of control where 0% means no effect; many of its hits are not listed in these tables
B2AR arrestin – agonists driving beta-arrestin recruitment to human beta2-adrenergic receptor; Potency, µM (titrated, usually from 46.1 µM), for the others: at the highest dose activation, most hits filed as activators; AID 492947; 330,000 tested, 0.02% active; P07550; beta-arrestin recruitment to beta2AR, cell-based reporter;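 also: potency is read from the fitted curve at half-maximal effect; 0% = DMSO controls and full agonism = EC100 isoproterenol or metaproterenol; nearly all actives have a fitted effect of over 65% in size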
TRPV1 ag – activates the human vanilloid receptor TRPV1 | 320,000 tested, 0.19% active | TRPV1-expressing cells, Fluo-8 calcium influx, agonist mode | activation, % at 8.33 µM; in the data active = activation above about 80%; inconclusive = between about 30% and that limit; also: 0% is about no effect
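Fluo-8 calcium influx in TRPV1-expressing cells, kinetic read (ex 480/em 520 nm). Compound added and read 3 min for agonist activity, followed by capsaicin at EC20 final and 2 min further read for enhancement.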
hERG WT inh – KCNH2 (human, wildtype) channel inhibition. U2OS, BacMam KCNH2, thallium flux FluxOr; stronger effect = lower value. AID 720551. Q12809. 340,000 tested, 0.37% active. activity change, % at 1.84 µM;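 active = maximum activity change below -70%; inconclusive = maximum activity change between -70% and -50%; inactive = maximum activity change above -50%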; also: % is scaled to controls: 0 for no effect and ±100 for the full control effect
Target sequence (Q12809 whole entry, looked up): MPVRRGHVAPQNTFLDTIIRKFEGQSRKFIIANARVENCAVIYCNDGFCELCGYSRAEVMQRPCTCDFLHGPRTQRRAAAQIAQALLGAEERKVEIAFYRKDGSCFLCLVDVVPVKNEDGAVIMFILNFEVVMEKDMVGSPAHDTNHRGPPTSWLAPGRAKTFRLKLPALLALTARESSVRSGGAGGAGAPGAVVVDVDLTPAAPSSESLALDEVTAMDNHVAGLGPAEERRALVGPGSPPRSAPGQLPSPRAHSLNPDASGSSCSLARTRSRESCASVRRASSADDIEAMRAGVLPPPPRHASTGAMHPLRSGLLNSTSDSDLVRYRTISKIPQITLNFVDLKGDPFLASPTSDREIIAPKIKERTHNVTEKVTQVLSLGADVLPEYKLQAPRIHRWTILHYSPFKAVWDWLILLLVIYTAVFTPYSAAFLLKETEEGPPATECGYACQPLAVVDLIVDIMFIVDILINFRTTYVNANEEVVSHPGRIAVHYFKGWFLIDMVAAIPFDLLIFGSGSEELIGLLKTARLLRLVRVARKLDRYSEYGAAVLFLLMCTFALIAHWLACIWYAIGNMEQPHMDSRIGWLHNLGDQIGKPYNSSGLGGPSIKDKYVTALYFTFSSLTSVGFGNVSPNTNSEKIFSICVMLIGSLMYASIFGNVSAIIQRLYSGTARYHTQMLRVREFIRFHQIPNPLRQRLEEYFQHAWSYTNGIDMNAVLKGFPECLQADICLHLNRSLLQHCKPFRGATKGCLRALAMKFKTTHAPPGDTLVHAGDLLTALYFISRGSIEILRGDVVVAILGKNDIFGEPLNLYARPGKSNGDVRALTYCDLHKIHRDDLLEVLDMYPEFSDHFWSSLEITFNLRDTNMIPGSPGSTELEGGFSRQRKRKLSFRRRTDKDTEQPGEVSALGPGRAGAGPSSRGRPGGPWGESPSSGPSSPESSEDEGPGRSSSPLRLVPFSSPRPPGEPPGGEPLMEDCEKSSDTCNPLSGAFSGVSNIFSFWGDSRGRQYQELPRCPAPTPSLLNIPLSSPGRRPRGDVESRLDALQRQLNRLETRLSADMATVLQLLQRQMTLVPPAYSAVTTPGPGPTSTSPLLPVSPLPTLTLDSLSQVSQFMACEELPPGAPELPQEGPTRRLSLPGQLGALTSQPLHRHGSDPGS
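U2OS cells were transduced with wild-type KCNH2 virus (2.03 x 10^8 / mL) for 4 h at room temperature, then cultured overnight at 37 C. Thallium flux was read with FluxOr dye. Rate constants were normalized to DMSO controls.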
Active calls of the source: *; ? = inconclusive; / = no result given; & = joins results of further samples. Unless noted, calls follow the shape of the dose curve; as a rule, active = well fitted curve in the direction sought with a large enough effect; inconclusive = small, poorly fitted or top-dose-only effect, or another doubt; inactive = no such curve, though single readings can be large; an effect the other way counts as inactive or inconclusive. Not all compounds are listed. The share of hits here may be higher or lower than overall.

Codes: A = FBPA coupling cs; B = CXXC DNA block; C = PKM2 act; D = USP2a block; E = GALK inh; F = Giardia killer; G = KCNH2 3.1 block; H = Menin MLL FP TR; I = B2AR arrestin; J = TRPV1 ag; K = hERG WT inh
> COc1ccc(Cn2ccnc2)cc1[N+](=O)[O-]
  A = 4	B = -6%	C = 3%	D = -5%	E = 2%	F = -6	G = -22	H = 21%	I = -1.2%	J = -4	K = -3

> Cc1cccc(N2C(=N)SCC2=O)c1C
  A = -5	B = 0%	C = 3%	D = 4%	E = 1%	F = -1	G = 1	H = 4%	I = -0.8%	J = -3	K = -7

> CN1CCN(S(=O)(=O)c2ccccc2)C(c2ccccc2)C1 (stereo not given)
  A = /	B = /	C = /	D = 3%	E = /	F = 10	G = 3	H = /	I = -2.3%	J = /	K = -5

> O=C(CSc1nncs1)Nc1cc(S(=O)(=O)N2CCOCC2)ccc1N1CCCC1
  A = /	B = /	C = /	D = 2%	E = /	F = -13	G = -4	H = /	I = -0.1%	J = -4	K = -1

> Cc1noc(C)c1S(=O)(=O)N1CCCC(C(=O)NCC2CCCO2)C1 (stereo not given)
  A = 5	B = -9%	C = -10%	D = -1%	E = 0%	F = -4	G = 9	H = ?	I = 0.1%	J = -2	K = 12

> CN(C)/C=N/c1nc2nccc(-c3cccc(Cl)c3)n2n1
  A = 2	B = -4%	C = /	D = 1%	E = 1%	F = -2	G = 1	H = -4%	I = -0.1%	J = ?	K = 3

> Cc1ccc2c(c1)[C@@H]1[C@H](CO2)[C@H](c2ccccc2)[C@@]2(C)C(=O)N[C@H](C)C(=O)N12
  A = /	B = /	C = /	D = 2%	E = /	F = 10	G = -4	H = /	I = 0.2%	J = /	K = -9

> CCN(c1ccccc1)S(=O)(=O)c1ccc(C(=O)Nc2cc(C)ccn2)cc1
  A = /	B = /	C = /	D = 0%	E = /	F = 12	G = -7	H = /	I = -0.5%	J = 29	K = 1

> Cc1noc(C)c1COc1ccc(C(=O)OCC(=O)Nc2ccc(S(N)(=O)=O)cc2)cc1
  A = /	B = /	C = /	D = 1%	E = /	F = 11	G = 8	H = /	I = 0.0%	J = 2	K = -10

> CCN(CC)C(=O)/C(=C/c1cn(S(=O)(=O)N(C)C)c2ccccc12)NC(=O)c1ccc(OC)cc1
  A = 1	B = -3%	C = -2%	D = -2%	E = 0%	F = -2	G = -6	H = 16%	I = 0.2%	J = -2	K = 19

> COC(=O)[C@H]1C[C@@H]1[C@H](NC(=O)c1cnccn1)c1ccccc1
  A = 0&4	B = 7%	C = 0%&4%	D = 7%	E = /	F = 8	G = -22	H = 6%&0%	I = -0.5%	J = 2	K = -12

> CC(OC(=O)CCc1nc2ccccc2c(=O)[nH]1)C(=O)Nc1ccc2c(c1)OCO2 (stereo not given)
  A = 1	B = -12%	C = 1%	D = 2%	E = -2%	F = -4	G = 5	H = /	I = 0.0%	J = 1	K = -3

> O=C(Nc1nnc(SCC(=O)N2CCCc3ccccc32)s1)c1ccccc1
  A = 7	B = 3%	C = -4%	D = 5%	E = 0%	F = ?	G = 1	H = -1%	I = -1.0%	J = -6	K = 6

> Cc1ccccc1C(=O)NC(=S)NCC1CCCO1 (stereo not given)
  A = 0	B = 0%	C = 1%	D = 2%	E = -1%	F = 11	G = -9	H = -5%	I = 0.0%	J = 3	K = 5

> O=C(CN1CCCCCC1)Nc1ccc(Br)cn1
  A = -1	B = -2%	C = 0%	D = -2%	E = 0%	F = -14	G = -10	H = -7%	I = 0.5%	J = -3	K = 1

> COc1ccccc1OCCC(=O)OCC(=O)Nc1ncc(Cl)cc1Cl
  A = 0	B = -9%	C = 0%	D = 2%	E = -2%	F = -12	G = 7	H = -8%	I = 3.7%	J = -1	K = 17

> c1ccc(-n2nnnc2Oc2ccc(-c3nnco3)cc2)cc1
  A = 2	B = -2%	C = -3%	D = 0%	E = 1%	F = -10	G = -24	H = -3%	I = -0.1%	J = -1	K = -4

> O=S(=O)(NCCOCC(F)(F)F)c1ccc2oc3ccccc3c2c1
  A = 0	B = -3%	C = -3%	D = -6%	E = 0%	F = -2	G = -5	H = 22%	I = 0.1%	J = -4	K = 2

> CCOc1ccc(CCNC(=O)COC(=O)/C=C/c2ccccc2)cc1OCC
  A = /	B = /	C = /	D = -1%	E = /	F = -5	G = -22	H = /	I = 0.7%	J = 2	K = 12

> COCC(=O)N1CCN(c2cccc(C(F)(F)F)c2)CC1
  A = 1	B = -4%	C = -2%	D = -1%	E = 0%	F = -8	G = 5	H = 8%	I = 0.1%	J = 6	K = -22

> COC(=O)c1ccc(COc2ccc(/C=C/C(=O)c3ccc(OC)c(CSCC(=O)O)c3)cc2OC)cc1
  A = /	B = -30%	C = 2%	D = 10µM*	E = -7%	F = -26	G = 5	H = /	I = 0.1%	J = -12	K = -14

> COc1cc2nc(Cl)nc(N3CCN(C)CC3)c2cc1OC
  A = -5	B = 19%	C = -13%	D = 2%	E = -1%	F = /	G = /	H = -25%	I = -0.8%	J = 1	K = /

> C=CCn1c(COc2ccc(F)cc2)nnc1SCC(=O)c1c[nH]c2c(CC)cccc12
  A = 3	B = -2%	C = -3%	D = 3%	E = 0%	F = 9	G = 6	H = 11%	I = -0.2%	J = -2	K = 4

> CCCC(=O)NC(NC1CCS(=O)(=O)C1)C(Cl)(Cl)Cl (stereo not given)
  A = 1	B = -5%	C = -11%	D = -1%	E = 0%	F = 11	G = 5	H = -13%	I = 0.0%	J = 19	K = -7

> O=S(=O)(c1ccccc1)N1CCC(c2ccccc2)CC1
  A = /	B = /	C = /	D = 2%	E = /	F = -14	G = 7	H = /	I = 0.8%	J = 1	K = 5

Laid out differently: results already given.
Value order – FBPA coupling cs	CXXC DNA block	PKM2 act	USP2a block	GALK inh	Giardia killer	KCNH2 3.1 block	Menin MLL FP TR	B2AR arrestin	TRPV1 ag	hERG WT inh
> CN1CCN(S(=O)(=O)c2ccccc2)C(c2ccccc2)C1 (stereo not given)
→ /	/	/	3%	/	10	3	/	-2.3%	/	-5
> O=C(CSc1nncs1)Nc1cc(S(=O)(=O)N2CCOCC2)ccc1N1CCCC1
→ /	/	/	2%	/	-13	-4	/	-0.1%	-4	-1

Of the compounds above, 5 have an aryl methoxy group.
Codes: A = FBPA coupling cs; B = CXXC DNA block; C = PKM2 act; D = USP2a block; E = GALK inh; F = Giardia killer; G = KCNH2 3.1 block; H = Menin MLL FP TR; I = B2AR arrestin; J = TRPV1 ag; K = hERG WT inh
> COc1ccc(Cn2ccnc2)cc1[N+](=O)[O-]
  A = 4	B = -6%	C = 3%	D = -5%	E = 2%	F = -6	G = -22	H = 21%	I = -1.2%	J = -4	K = -3

> CCN(CC)C(=O)/C(=C/c1cn(S(=O)(=O)N(C)C)c2ccccc12)NC(=O)c1ccc(OC)cc1
  A = 1	B = -3%	C = -2%	D = -2%	E = 0%	F = -2	G = -6	H = 16%	I = 0.2%	J = -2	K = 19

> COc1ccccc1OCCC(=O)OCC(=O)Nc1ncc(Cl)cc1Cl
  A = 0	B = -9%	C = 0%	D = 2%	E = -2%	F = -12	G = 7	H = -8%	I = 3.7%	J = -1	K = 17

> COC(=O)c1ccc(COc2ccc(/C=C/C(=O)c3ccc(OC)c(CSCC(=O)O)c3)cc2OC)cc1
  A = /	B = -30%	C = 2%	D = 10µM*	E = -7%	F = -26	G = 5	H = /	I = 0.1%	J = -12	K = -14

> COc1cc2nc(Cl)nc(N3CCN(C)CC3)c2cc1OC
  A = -5	B = 19%	C = -13%	D = 2%	E = -1%	F = /	G = /	H = -25%	I = -0.8%	J = 1	K = /
